MPTP inh = mitochondrial permeability transition pore inhibitors, primary screen, biochemical, isolated mouse mitochondria, absorbance; inhibition, % at 10 µM; AID 602449, 2012; Ca2+ swelling absorbance, 30 min; 360,000 tested, 1.4% active;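 active = inhibition of 50% or more, scaled per plate between neutral and stimulator controls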;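 also: 0% = DMSO wells given calcium and 100% = 1 mM EGTA wells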
mIAP inh = inhibitors of mouse IAP, primary screen, biochemical, luminescence, uHTS | intestinal alkaline phosphatase [Mus musculus] | purified mouse IAP, CDP-Star luminescence, 30 min | inhibition, % at 10 µM | 330,000 tested, 0.2% active | AID 2806, 2010;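 active = inhibition of at least 40% at 10 µM in the primary screen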;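 also: plate controls were DMSO with enzyme for no effect and no enzyme wells for full effect; values of inactives mirror those of a sister screen read the other way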
hIAP inh = human IAP inhibitors, primary screen, biochemical, luminescence, uHTS; 330,000 tested, 0.12% active; inhibition, % at 10 µM; AID 2544, 2010; purified IAP, CDP-Star luminescence, 30 min; Intestinal-type alkaline phosphatase (Homo sapiens), P09923;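 active = inhibition reaching a set limit with compound at 10 µM in the primary screen, cut at about 35% in these data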;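 also: plate controls were DMSO wells with enzyme for no effect and no-enzyme buffer wells for full effect; values of inactives mirror those of a sister screen read the other way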
Target sequence (P09923 whole entry, looked up): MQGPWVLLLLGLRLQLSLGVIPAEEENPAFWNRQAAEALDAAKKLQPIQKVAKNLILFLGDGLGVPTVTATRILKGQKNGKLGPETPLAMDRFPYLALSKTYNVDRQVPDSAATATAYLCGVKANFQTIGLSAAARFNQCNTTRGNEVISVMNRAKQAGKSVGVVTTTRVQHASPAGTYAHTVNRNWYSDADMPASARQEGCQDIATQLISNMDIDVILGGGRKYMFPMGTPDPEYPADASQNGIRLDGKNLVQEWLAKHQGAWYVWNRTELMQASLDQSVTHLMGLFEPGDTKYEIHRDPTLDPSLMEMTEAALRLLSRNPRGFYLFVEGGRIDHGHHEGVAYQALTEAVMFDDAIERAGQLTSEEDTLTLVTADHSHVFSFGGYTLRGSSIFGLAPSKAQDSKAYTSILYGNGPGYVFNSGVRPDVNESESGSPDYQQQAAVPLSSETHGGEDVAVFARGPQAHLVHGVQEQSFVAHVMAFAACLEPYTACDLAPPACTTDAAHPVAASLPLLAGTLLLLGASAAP
GRIN3A LBD mod = binders of NR3A ligand-binding domain, primary screen, biophysical, differential scanning fluorimetry, uHTS. Tm shift relative to glycine control, % at 25 µM. NR3A LBD differential scanning fluorimetry, Tm shift; 0% = protein alone, 100% = glycine-bound protein. 340,000 tested, 2.5% active. Glutamate receptor ionotropic, NMDA 3A (GRIN3A) ligand-binding domain;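 active = melting temperature shift of at least 10% of the positive control shift, at one fixed dose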
A3A deaminase = APOBEC3A ssDNA deaminase inhibitors, primary screen, selectivity assay for APOBEC3G inhibitor project, biochemical, FAM/TAMRA oligo cleavage fluorescence | DNA dC->dU-editing enzyme APOBEC-3A (Homo sapiens), P31941 | recombinant A3A, FAM/TAMRA ssDNA deamination fluorescence | inhibition, % at 20 µM | 330,000 tested, 0.41% active;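 active = at least 40% inhibition at 20 µM here, with at most 30% in a related deaminase screen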;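 also: plate controls were A3A with DMSO for no effect and wells lacking A3A enzyme for full effect; some results filed as inactive read as strong as hits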
Target sequence (P31941 whole entry, looked up): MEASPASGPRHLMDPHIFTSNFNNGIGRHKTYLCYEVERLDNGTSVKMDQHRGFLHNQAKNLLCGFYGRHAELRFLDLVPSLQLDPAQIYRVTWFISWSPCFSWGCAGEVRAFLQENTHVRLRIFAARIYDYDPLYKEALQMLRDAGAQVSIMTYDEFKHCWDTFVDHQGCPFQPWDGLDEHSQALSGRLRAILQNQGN
A3G deaminase = APOBEC3G DNA deaminase inhibitors, primary screen, biochemical, fluorescence, single-stranded DNA substrate, uHTS | DNA dC->dU-editing enzyme APOBEC-3G (Homo sapiens), Q9HC16 | recombinant A3G, ssDNA deamination FAM/TAMRA fluorescence | inhibition, % at 20 µM | 330,000 tested, 0.28% active;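 active = inhibition of at least 40% at 20 µM, with no more than 30% in the related APOBEC3A deaminase screen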;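 also: plate controls were DMSO wells with A3G for no effect and wells lacking A3G enzyme for full effect; some compounds called inactive have numbers as strong as hits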
MIN6 prolif = inducers of MIN6 beta-cell proliferation, primary screen, ATP luminescence, uHTS. MIN6 cells proliferation, ATPlite luminescence, 48 h; cells starved in 0.2% serum; 100% = growth in 10% serum. proliferation, % at 10 µM. 330,000 tested, 0.29% active. AID 2380, 2010;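 active = compounds whose signal lies at least 3.5 SD above the mean of all wells on their plate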;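 also: 0% = DMSO-treated cells in low-serum medium and 100% = 10% serum control; some compounds called inactive have numbers as strong as hits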
mIAP act = activators of mouse IAP, primary screen, biochemical, luminescence, uHTS; intestinal alkaline phosphatase [Mus musculus]; muIAP, CDP-Star luminescence, 30 min; hits give high values; 1 = vehicle-only enzyme signal, 0 = enzyme-free wells; activation factor at 10 µM; 330,000 tested, 0.24% active;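 active = activation factor of at least 2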; also: the source names both 10 and 20 µM as test concentration; values of inactives mirror those of a sister screen read the other way
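Assay system: mouse IAP enzyme; Reagent: CDP-Star chemiluminescent phosphatase substrate; Compound: DMSO-dissolved test compounds; Incubation: 30 min, room temperature; Technique: luminescence from enzymatic CDP-Star hydrolysis; Controls: DMSO-only wells and no-enzyme negative control.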
hIAP activ = human IAP activators, primary screen, biochemical, luminescence, uHTS; Intestinal-type alkaline phosphatase (Homo sapiens), P09923; purified human IAP, CDP-Star luminescence, 30 min; hits give high values; 1 = vehicle-only enzyme, 0 = enzyme-free background; activation factor at 10 µM; 330,000 tested, 0.16% active;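 active = activation factor of the enzyme at least 2-fold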; also: the source names both 10 and 20 µM as test concentration; values of inactives mirror those of a sister screen read the other way
Starred values were filed as active, the others as inactive.

SMILES	MPTP inh	mIAP inh	hIAP inh	GRIN3A LBD mod	A3A deaminase	A3G deaminase	MIN6 prolif	mIAP act	hIAP activ
CC1CC(C)CN(CC(O)COCc2ccccc2)C1 (stereo unspecified)	-0.6	-2.8	-26.3	-1.5	-5.6	-11.1	-2.7	1.03	1.26
O=C(O)CCC(=O)Nc1ccc(NC(=O)c2ccc(Cl)cc2Cl)c(Cl)c1	-2.1	-1.8	7.1	2.4	-2.7	-5.7	-1.9	1.02	0.929
COc1ccc(NC2=C(NC(C)=O)C(=O)c3ccccc3C2=O)cc1	2.4	-2.7	4.0	-2.0	1.7	-1.4	0.2	1.03	0.96
CC1CCCN(Cc2nc3c(c(=O)n(C)c(=O)n3C)n2CC(N)=O)C1 (stereo unspecified)	-0.6	-0.3	-12.2	-0.6	-2.3	-2.9	-1.3	1	1.12
CC(=O)c1ccc(N2CCN(C(=O)COc3ccc(F)cc3)CC2)c(F)c1	20.0	-0.1	-27.0	-0.7	-2.3	-2.8	-2.8	1	1.27
COCCN(Cc1ccco1)C(=O)Cn1ncc2c(=O)oc3ccccc3c21	-0.2	-10.9	-3.7	-0.7	-2.2	-7.4	-1.4	1.11	1.04
CCOc1cc(/C=C2/C(=O)N(c3ccccc3)N=C2C)ccc1OC(=O)c1ccco1	1.3	4.6	21.8	-4.2	7.0	-2.7	-1.9	0.954	0.782
CCCCN(C)c1nc(-c2ccco2)c2c(c1C#N)CC(C)(C)OC2	-0.1	-0.1	17.8	2.6	-0.5	0.2	-7.3	1	0.822
O=C(Cc1ccccc1)N/N=C/c1cccs1	-0.2	11.0	8.2	-2.4	-0.3	-2.4	-2.8	0.89	0.918
O=C(NC(=O)N1CCCCC1)c1ccccc1	-3.1	-8.5	-8.9	2.6	3.3	-3.9	0.9	1.08	1.09
O=C(COc1ccc(Cl)cc1)N(Cc1ccccc1)c1nc(-c2ccccc2)cs1	2.2	-5.6	9.9	-2.1	0.9	-2.8	-5.4	1.06	0.901
CCOc1cc(/C=N/NC(=O)Cn2nc([N+](=O)[O-])cc2C)cc(Br)c1OCc1ccccc1F	9.5	8.9	-1.4	2.8	-2.3	-4.6	-5.3	0.911	1.01

3 compounds picked at random from the list so far, as already listed:
SMILES	MPTP inh	mIAP inh	hIAP inh	GRIN3A LBD mod	A3A deaminase	A3G deaminase	MIN6 prolif	mIAP act	hIAP activ
CC1CCCN(Cc2nc3c(c(=O)n(C)c(=O)n3C)n2CC(N)=O)C1 (stereo unspecified)	-0.6	-0.3	-12.2	-0.6	-2.3	-2.9	-1.3	1	1.12
O=C(COc1ccc(Cl)cc1)N(Cc1ccccc1)c1nc(-c2ccccc2)cs1	2.2	-5.6	9.9	-2.1	0.9	-2.8	-5.4	1.06	0.901
O=C(Cc1ccccc1)N/N=C/c1cccs1	-0.2	11.0	8.2	-2.4	-0.3	-2.4	-2.8	0.89	0.918

Given with each value named: 4 of the compounds above.
COCCN(Cc1ccco1)C(=O)Cn1ncc2c(=O)oc3ccccc3c21
- MPTP inh = -0.2
- mIAP inh = -10.9
- hIAP inh = -3.7
- GRIN3A LBD mod = -0.7
- A3A deaminase = -2.2
- A3G deaminase = -7.4
- MIN6 prolif = -1.4
- mIAP act = 1.11
- hIAP activ = 1.04
CCOc1cc(/C=C2/C(=O)N(c3ccccc3)N=C2C)ccc1OC(=O)c1ccco1
- MPTP inh = 1.3
- mIAP inh = 4.6
- hIAP inh = 21.8
- GRIN3A LBD mod = -4.2
- A3A deaminase = 7.0
- A3G deaminase = -2.7
- MIN6 prolif = -1.9
- mIAP act = 0.954
- hIAP activ = 0.782
CCCCN(C)c1nc(-c2ccco2)c2c(c1C#N)CC(C)(C)OC2
- MPTP inh = -0.1
- mIAP inh = -0.1
- hIAP inh = 17.8
- GRIN3A LBD mod = 2.6
- A3A deaminase = -0.5
- A3G deaminase = 0.2
- MIN6 prolif = -7.3
- mIAP act = 1
- hIAP activ = 0.822
O=C(Cc1ccccc1)N/N=C/c1cccs1
- MPTP inh = -0.2
- mIAP inh = 11.0
- hIAP inh = 8.2
- GRIN3A LBD mod = -2.4
- A3A deaminase = -0.3
- A3G deaminase = -2.4
- MIN6 prolif = -2.8
- mIAP act = 0.89
- hIAP activ = 0.918

Next section:
SMILES	MPTP inh	mIAP inh	hIAP inh	GRIN3A LBD mod	A3A deaminase	A3G deaminase	MIN6 prolif	mIAP act	hIAP activ
Cc1ccc(-c2ccc(SCC(=O)NC3CCCC3)nn2)cc1	0.7	3.5	-22.6	0.8	-2.3	-1.6	-1.1	0.965	1.23
COc1ccccc1-c1c(-c2ccc(O)cc2O)n[nH]c1C(F)(F)F	4.8	5.6	-28.7	0.5	-0.3	-5.5	-5.8	0.944	1.29
CC(C)C[C@@H](CN=[N+]=[N-])N1CCN(C)CCC1=O	-0.4	-4.1	5.4	-0.6	0.3	5.8	-3.5	1.04	0.946
O=C(O)/C=C/C(=O)c1ccc2c(c1)NC(=O)CO2	-1.8	-9.2	-1.7	1.9	1.4	15.0	-1.2	1.09	1.02
O=C(Nc1ccc(O)cc1)C1CCCO1 (stereo unspecified)	-2.6	4.5	-11.5	0.3	1.5	-0.2	-3.3	0.955	1.11
COc1ccccc1CNC(=O)C(CCSC)NC(=O)C1CCC(C)CC1 (stereo unspecified)	1.3	1.2	6.6	0.6	-1.8	-1.6	-2.2	0.988	0.934
COc1ccc(CCN2C(=NC(=O)C(C)C)SC3CS(=O)(=O)CC32)cc1 (stereo unspecified)	4.9	0.8	12.9	-0.2	0.8	-4.4	-0.3	0.992	0.871
Cn1c(=O)c2[nH]c(-c3ccc(S(=O)(=O)O)cc3)nc2n(C)c1=O	1.1	0.9	-19.7	-4.7	-3.3	-6.8	-4.2	0.991	1.2
COc1ccc(CNC(=O)C(C)Sc2nc3ccccc3c(=O)n2CC2CCCO2)cc1 (stereo unspecified)	-1.1	7.2	9.5	-2.2	0.4	0.4	-0.4	0.928	0.905
O=C(CCC(=O)c1ccc(Cl)cc1)OCc1nc2ccsc2c(=O)[nH]1	-1.8	4.8	-5.0	-0.9	2.8	-2.6	-0.6	0.952	1.05
O=C(CSc1nnc(-c2ccc(Cl)cc2)n1Cc1ccco1)c1cccs1	0.1	6.6	-18.1	-0.7	0.8	4.1	-4.2	0.934	1.18
CN1CCN(c2ccccc2NC(=O)c2cccs2)CC1	-0.9	-11.9	14.6	1.5	20.0	1.7	3.4	1.12	0.854
COc1ccc(-c2nc(CC(=O)Nc3cccc(S(=O)(=O)NC4=NCCC4)c3)cs2)cc1	-0.2	-4.7	0.6	0.4	20.5	-8.6	-0.4	1.05	0.994
N#CC1(c2nc3ccccc3[nH]2)CC1c1ccc2c(c1)OCO2 (stereo unspecified)	-0.1	-0.2	-2.2	-3.2	3.7	-0.7	0.2	1	1.02
Cc1cccnc1NC(N)=S	-2.4	-10.0	-0.2	-2.4	2.2	13.7	-0.2	1.1	1
O=C(COC(=O)C1CCC1)Nc1cccc(Cl)c1	0.5	5.9	4.1	2.6	-2.1	-9.6	1.5	0.941	0.959
CC(OC(=O)C1CC1C)C(=O)Nc1ccc(Cl)cn1 (stereo unspecified)	0.3	1.9	3.0	3.0	-2.3	-8.2	0.1	0.981	0.97
CN1CCN(C(=O)c2ccc(C(F)(F)F)cc2)CC1	-1.7	-4.6	1.5	-0.9	4.1	3.1	-0.4	1.05	0.985
COc1ccc(N(CC(=O)Nc2cccc(C)c2C)S(=O)(=O)c2c(C)[nH]c(=O)[nH]c2=O)cc1	1.4	7.0	-0.4	-0.2	-2.5	-1.7	-1.8	0.93	1
COc1cc(NC(=O)COC(=O)CNC(=O)C23CC4CC(CC(C4)C2)C3)cc(OC)c1	1.9	-5.1	-10.0	-1.4	-2.6	-2.8	2.1	1.05	1.1
O=C(N=Nc1c(O)[nH]c2ccccc12)c1cccs1	2.3	5.7	0.8	0.5	0.3	-1.8	-5.9	0.943	0.992
CCOc1nc2cnccc2n(CC(=O)Nc2ccccc2F)c1=O	-1.2	-1.0	-2.2	0.2	0.4	-6.1	-1.5	1.01	1.02
CC(=O)c1sc(N/N=C2\CC3CC2C(C)C3(C)C)nc1C (stereo unspecified)	-1.9	1.9	-7.1	-2.7	0.8	-3.0	-2.6	0.981	1.07
Cc1ccc(OCC(=O)NCCNC(=O)c2ccncc2)cc1C	1.0	-9.6	5.1	2.0	-3.2	-1.8	-0.6	1.1	0.949
COc1ccc(C2(CNC(=O)CCC(=O)O)CCCC2)cc1	0.0	-1.1	8.9	0.4	-4.2	-5.3	-1.3	1.01	0.911
O=C(Nc1cccc(Cl)c1Cl)C1CCCC1	0.3	-5.7	16.3	2.9	3.6	4.0	0.3	1.06	0.837
Cc1ccc(C)c(NC(=O)N2CCc3ccccc3C2)c1	0.1	-9.0	-0.6	1.7	5.2	0.2	0.0	1.09	1.01
COc1ccc(C2=NN3C(C2)c2ccccc2OC32C(=O)N(C)c3ccccc32)cc1 (stereo unspecified)	2.1	-9.3	-6.1	-1.5	-5.0	-1.0	-4.1	1.09	1.06
CCOC(=O)N1CCN(C(=O)c2ccc3c(c2)N=C(C)c2cc(Cl)ccc2S3)CC1	-0.7	3.4	-15.7	0.1	-2.3	0.4	-3.1	0.966	1.16
Cc1sc2ncnc(N3CCC(C(=O)Nc4sc5c(c4C(N)=O)CCC(C)C5)CC3)c2c1C (stereo unspecified)	2.4	11.6	-0.5	4.3	-0.9	-2.4	-6.8	0.884	1
COc1ccc(C(=O)N(CC(=O)NC(C)(C)C)c2ccc3c(c2)OCCO3)cc1OC	-1.6	9.4	-4.0	0.1	5.9	1.7	2.1	0.906	1.04
COc1ccc2sc(N(CCCN(C)C)C(=O)c3ccc(S(=O)(=O)N4CCc5ccccc5C4)cc3)nc2c1	86.3*	4.1	3.2	0.8	1.5	-6.0	-7.3	0.959	0.968
COC(=O)C1(C(C[N+](=O)[O-])c2ccc(C)cc2)C(=O)NCC1c1ccco1 (stereo unspecified)	4.0	-12.7	-11.4	3.2	-0.2	-6.1	-1.7	1.13	1.11
O=C(c1cnn2c1NC(c1ccco1)CC2C(F)(F)F)N1CCN(c2cccc(Cl)c2)CC1 (stereo unspecified)	0.9	-9.1	-9.8	-8.2	3.2	1.0	-1.2	1.09	1.1
CCN(CC(=O)Nc1ccc2c(c1)OCCO2)C(=O)C1CCCCC1	7.7	-0.8	-6.5	-0.9	1.5	1.4	-2.8	1.01	1.06
CCOC(=O)N1CCC(Nc2cccc(SC)c2)CC1	1.6	-4.9	24.1	-0.6	-1.9	-2.0	-2.9	1.05	0.759
